# Bioassay records deposited in PubChem by National Center for Advancing Translational Sciences (NCATS).
# PI5P4K alpha inh: inhibitors of human PI5P4K alpha | P48426 | PI5P4Kalpha enzyme, ADP-Glo luminescence, 60 min; hits give low values | max response, % | hit rate 1.2% among 330,000 | AID 652105; active = max response of -50% or lower; inconclusive = between -30% and -50%; inactive = -30% or higher; note: value at the top dose of about 77 µM; % is set by controls: 0 for no effect and ±100 for the full control effect
#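 ADP-Glo luminescence end-point read after a 60 min room-temperature kinase reaction of PI5P4Kalpha plus substrate, initiated with ATP at 5 microM final. Buffer: 0.038 M HEPES pH 7.4, EGTA, 0.1% CHAPS, 5% DMSO.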
# DRD3 agonist: agonists of human D3 dopamine receptor | P35462 | D3R DiscoveRx beta-arrestin cells, luminescence, 90 min | max activation, % | hit rate 0.58% among 410,000 | AID 652048; in the data active = max activation above about 30%; note: 0% is about no effect; mostly tested at two doses, the higher about 12 µM
# Target sequence (P35462 whole entry, looked up): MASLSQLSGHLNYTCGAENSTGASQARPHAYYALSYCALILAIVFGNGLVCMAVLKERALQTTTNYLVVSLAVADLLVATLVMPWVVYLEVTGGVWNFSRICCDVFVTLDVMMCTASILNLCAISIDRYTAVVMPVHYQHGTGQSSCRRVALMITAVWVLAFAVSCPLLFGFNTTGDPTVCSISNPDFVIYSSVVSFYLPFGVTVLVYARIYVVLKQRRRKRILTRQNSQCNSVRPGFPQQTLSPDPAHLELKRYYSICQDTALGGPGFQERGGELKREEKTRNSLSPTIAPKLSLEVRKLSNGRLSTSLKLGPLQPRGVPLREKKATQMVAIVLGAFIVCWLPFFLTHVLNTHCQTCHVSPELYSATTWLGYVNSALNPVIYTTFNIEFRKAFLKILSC
#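 Agonist mode: compounds and dopamine controls were applied to plated cells for 90 min at 37 degrees C after an overnight attachment at 1500 cells/well. Luminescent read-out followed 30 - 60 minutes at room temperature with DiscoveRx detection reagent.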
# GLP-1R inv ag: GLP-1 receptor (human) inverse agonism; Potency, µM (doses to about 38.3 µM), inactives show top-dose activity change, negative = inhibition, usual class: inhibitors; HEK293 GLP-1R CRE-luciferase, luminescence, 24 h; GLP-1R form is constitutively active; P43220; AID 624417; hit rate 1.6% among 410,000; note: potency is the fitted concentration of half-maximal effect; % is set by controls: 0 for no effect and ±100 for the full control effect; nearly all actives have a fitted effect of over 55% in size
# Target sequence (P43220 whole entry, looked up): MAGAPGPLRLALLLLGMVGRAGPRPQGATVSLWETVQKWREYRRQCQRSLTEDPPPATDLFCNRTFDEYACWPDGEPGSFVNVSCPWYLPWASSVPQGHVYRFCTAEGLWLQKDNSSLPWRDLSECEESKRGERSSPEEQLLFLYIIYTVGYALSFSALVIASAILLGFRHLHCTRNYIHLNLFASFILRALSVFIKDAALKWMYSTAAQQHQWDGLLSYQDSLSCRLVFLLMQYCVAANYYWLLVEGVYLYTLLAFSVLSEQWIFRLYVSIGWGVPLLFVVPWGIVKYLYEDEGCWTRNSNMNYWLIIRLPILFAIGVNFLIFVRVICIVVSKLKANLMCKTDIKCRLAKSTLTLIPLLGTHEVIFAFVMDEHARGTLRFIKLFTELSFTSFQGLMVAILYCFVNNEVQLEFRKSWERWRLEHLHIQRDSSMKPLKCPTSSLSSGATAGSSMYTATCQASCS
#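 Seeding at 200 cells/uL, 12 h culture, 24 hr compound treatment, then luciferase reagent and a luminescence read; cells are HEK293 stably expressing a constitutively active GLP-1R plus cAMP-responsive luciferase.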
# D3 antag: antagonists of human D3 dopamine receptor; max response, negative = inhibition, %; D3R cells, DiscoveRx beta-arrestin luminescence, antagonist mode; hits give low values; hit rate 2.5% among 360,000; P35462; in the data active = max response below about -50%; inconclusive = no clear call, values can overlap the other calls; note: % is set by controls: 0 for no effect and ±100 for the full control effect; mostly tested at two doses, the higher about 12 µM
#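 Cells plated overnight at 1500 cells/well, then exposed to library compounds with dopamine controls for 90 minutes at 37 degrees C. DiscoveRx reagent added for 30–60 minutes at room temperature; luminescence read, quantitative HTS format.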
# PLK1 PBD block: blocks phosphopeptide binding to human PLK1 polo-box domain. AID 720504. Plk1 PBD binding of FITC phosphopeptide, fluorescence polarization. Potency, µM, inactives show max response, negative = inhibition, usual class: inhibitors. hit rate 2.8% among 360,000; note: potency is the fitted concentration of half-maximal effect; series mostly up to about 57 µM; % is set by controls: 0 for no effect and ±100 for the full control effect; nearly all actives have a fitted effect of over 65% in size
# IL2 activator: IL-2 activation | IL-2 activation reporter assay, cell-based qHTS; stimulated with anti-CD3/CD4/CD28 beads; in transgenic mouse T cells | activation, % (series mostly up to about 46 µM) | hit rate 0.065% among 360,000 | AID 652025; in the data active = activation above about 50%; inconclusive = mostly about 30% to 49%; note: 0% is about no effect
#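 Quantitative HTS in unstimulated transgenic mouse T cells, with memory T cells as non-tolerant control and PMA/ionomycin as tolerance-bypass control. Compound pretreatment lasted 60 minutes before 18 h bead stimulation; EGFP/DsRed fluorescence read.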
# GLP1R cytotox: cytotoxicity counter-screen for GLP-1 receptor inverse agonists | AID 624418 | HEK293 cAMP-luciferase reporter cells, luminescence, 24 h | hit rate 0.13% among 410,000 | Potency, µM (highest dose often 38.3 µM), without a hit: at the top dose activity change, negative = inhibition, hits mostly inhibitors;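 note: loss of luciferase light is scored as toxicity; potency is the fitted concentration of half-maximal effect; % is set by controls: 0 for no effect and ±100 for the full control effect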
#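 MLSMR compounds, 24 hr on cells at 37 deg C/5% CO2; luminescence after luciferase reagent (12 min RT). Inhibition counted as the undesired cytotoxic outcome.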
# WRN inhibitor: inhibitors of human WRN helicase; hit rate 0.46% among 360,000; Potency, µM (series often up to 114 µM), without a hit: top-dose activity change, negative = inhibition, usual class: inhibitors; WRN helicase unwinding, fluorescent forked duplex, kinetic; note: potency is the fitted concentration of half-maximal effect; % is set by controls: 0 for no effect and ±100 for the full control effect; nearly all actives have a fitted effect of over 55% in size
#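 Kinetic red-fluorescence monitoring (525/598 nm) tracks WRN helicase activity after 100 nM fluorophore-quencher forked duplex and 2 mM ATP are added to 20 nM enzyme pretreated 15 min at room temperature with compound.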
# GLP-1R agonist: activates the human GLP-1 receptor; P43220; HEK293 GLP-1R CRE-luciferase, luminescence, 4-6 h; cells express a hypersensitive GLP-1R form; Potency, µM (titrated, usually from 45.6 µM), for the others: top-dose activation, usual class: activators; hit rate 0.007% among 380,000; AID 624172; note: potency is the fitted concentration of half-maximal effect; % of control where 0% means no effect
# Starred values were filed as active, the others as inactive; ? = inconclusive; nt = no result given; [ ] = another dose, or the depositor's remark. Unless noted, calls come from the whole dose curve; as a rule, active = well fitted curve in the direction sought with a large enough effect; inconclusive = small, poorly fitted or top-dose-only effect, or another doubt; inactive = no such curve, though single readings can be large; an effect the other way counts as inactive or inconclusive.
SMILES,PI5P4K alpha inh,DRD3 agonist,GLP-1R inv ag,D3 antag,PLK1 PBD block,IL2 activator,GLP1R cytotox,WRN inhibitor,GLP-1R agonist
CC(NC(=O)c1ccc(NC2=NC3CS(=O)(=O)CC3S2)cc1)c1ccccc1 (configuration not stated),-4,5,9%,-7,-13%,-1.5,9%,13%,2%
Cc1cccc(NC(=O)c2ccc(NC(=O)CC3SC(N4CCCC4)=NC3=O)cc2)n1 (configuration not stated),4,5,2%,-7,1%,-0.5,-5%,-4%,1%
CCn1ccc(C(=O)N2CCOCC2)n1,4,-3,-14%,9,6%,0.8,?,-5%,1%
Cc1c(OCC(=O)N[C@@H](Cc2c[nH]c3ccccc23)C(=O)O)ccc2c1oc(=O)c1ccccc12,-10,13,-11%,6,?,-0.2,4%,-6%[11.6 µM],-1%
COC(=O)N(C)C[C@H]1OCc2cnnn2CCCC(=O)N([C@@H](C)CO)C[C@@H]1C,0,4,-5%,?,-13%,1.7,5%,-3%,4%
CC(Sc1nn(-c2ccccc2)c(=S)s1)C(=O)NCC1CCCO1 (configuration not stated),0,-4,-18%,-11,-3%,0.1,6%,15%,-5%
CCc1cccc(CC)c1NC(=O)COC(=O)Cc1ccsc1,-10,-9,10%,-1,-6%,-5.6,-2%,5%,-2%
CCOC(=O)c1c(-c2ccc(C)cc2)csc1/N=C/N(C)C,-21,1,?,-6,27µM*,0.5,3%,0%,15%
COC(=O)Cc1ccc(NC(=S)N2CCC(Cc3ccccc3)CC2)cc1,7,22,?,20,-11%,0.2,9%,-11%,-10%
CN(CC(=O)NCCC1=CCCCC1)S(=O)(=O)c1ccc2c(c1)c(=O)n(C)c(=O)n2C,-1,-1,5%,0,-3%,-3.4,3%,-9%,7%
Cc1ccc2nc(C3CCCN(C(=S)Nc4cccc(C)c4C)C3)[nH]c2c1 (configuration not stated),nt,-4,?,-21,-9%,-2.2,11µM*,-4%,-8%
N#C/C(=C\c1cn(Cc2ccccc2)c2ccccc12)C(=O)NCc1ccco1,2,1,9%,-6,-3%,0.8,153%[activator],-24%,2%
O=C(Cc1ccccc1)Nc1c(Cl)ccc2nsnc12,2,8,10%,-8,-3%,-0.2,4%,4%,9%
CCN(CC)S(=O)(=O)c1cc(NC(=O)COC(=O)CCC(=O)c2ccc(F)cc2)ccc1C,-4,13,11%,27,4%,0.3,-6%,-4%,-28%
O=C(O)c1ccc(-c2nc3scc(-c4ccccc4)c3c(=O)[nH]2)cc1,-2,15,14%,-25,?,-0.8,5%,-13%,-1%

# Compound profiles, as listed above.
# CCOC(=O)c1c(-c2ccc(C)cc2)csc1/N=C/N(C)C across the screens: PI5P4K alpha inh = -21; DRD3 agonist = 1; GLP-1R inv ag = ?; D3 antag = -6; PLK1 PBD block = 27µM*; IL2 activator = 0.5; GLP1R cytotox = 3%; WRN inhibitor = 0%; GLP-1R agonist = 15%
# O=C(O)c1ccc(-c2nc3scc(-c4ccccc4)c3c(=O)[nH]2)cc1 across the screens: PI5P4K alpha inh = -2; DRD3 agonist = 15; GLP-1R inv ag = 14%; D3 antag = -25; PLK1 PBD block = ?; IL2 activator = -0.8; GLP1R cytotox = 5%; WRN inhibitor = -13%; GLP-1R agonist = -1%

# (more compounds)
SMILES,PI5P4K alpha inh,DRD3 agonist,GLP-1R inv ag,D3 antag,PLK1 PBD block,IL2 activator,GLP1R cytotox,WRN inhibitor,GLP-1R agonist
COc1ccc(S(=O)(=O)N(C)C[C@@H]2OCc3cn(nn3)CCCC(=O)N([C@H](C)CO)C[C@H]2C)cc1,-2,8,24%,0,-5%,-0.7,2%,-11%,3%
CC1(C)Cc2c(sc3nc4n(c(=O)c23)CCC4)CO1,-3,0,0%,30,?,1.5,-1%,8%,-1%
CC(=O)NC(Cc1ccccc1F)C(=O)NC1CCN(c2ncccc2[N+](=O)[O-])CC1 (configuration not stated),-2,2,-4%,14,-10%,-0.8,-9%,1%,0%
C=CCNC(=S)NNc1nc2c(c(=O)[nH]1)C1(CCCC1)Cc1ccccc1-2,-19,-12,?,3,?,-0.4,7%,-12%,-4%
Cc1cc2c3c(c1)C(C)CC(C)(C)N3C(=O)C2=C(C#N)C#N (configuration not stated),0,-7,5%,-28,-22%,-2.8,10%,-11%,11%
O=C(O)CCC(=O)Nc1ccc(Br)cc1C(=O)c1ccc(Cl)cc1,0,3,3%,2,-3%,-0.8,2%,0%,-5%
C=CCn1c(SCc2ccc(F)cc2)nc2c1c(=O)[nH]c(=O)n2C,-2,5,0%,34,-24%,0.3,3%,4%,28%
COc1ccc(NC(=O)N(C)C[C@@H]2OCc3cnnn3CCCC(=O)N([C@@H](C)CO)C[C@H]2C)c(OC)c1,-2,5,-4%,2,-26%,0.3,9%,-7%,-3%
CCOC(=O)c1nnn(-c2nonc2N)c1-c1ccccc1,nt,3,-8%,-4,1%,-2.8,9%,-3%,22%
Cc1noc(C)c1C(=O)NC(Cc1c[nH]c2ccccc12)C(=O)O (configuration not stated),1,12,7%,16,4%,0.7,-2%,5%,5%
CCOC(=O)C1CCCN(C(=O)c2cnn3c(C(F)(F)F)cc(-c4ccccc4)nc23)C1 (configuration not stated),nt,-8,?,-21,-6%,-1.0,4%,6%,17%
O=C1NC(=O)/C(=C\c2ccc(Oc3cnccn3)cc2)S1,-3,3,11%,12,-5%,0.8,-11%,-8%[57.1 µM],2%
Cc1ccc(NC2=C/C(=N/S(=O)(=O)c3cccs3)c3ccccc3C2=O)cc1C,-3,-3,1%,0,-4%,0.0,-8%,-5%,6%
CN(CC(=O)Nc1ccc(Cl)c(C(F)(F)F)c1)S(=O)(=O)c1cnc[nH]1,-1,5,14%,14,3%,0.9,-5%,6%,6%
COc1ccc(-c2onc(C)c2-c2cscn2)c(O)c1,12,2,-19%,8,-13%,-0.7,10%,5%,1%
CC1CN(S(=O)(=O)c2cccc(C(=O)OCCOc3ccccc3)c2)CC(C)O1 (configuration not stated),8,-9,?,26,1%,2.2,16%,-8%,6%
CCOC(=O)CN1CCc2c(C)nc3c(-c4ccc(OC)c(OC)c4)cnn3c21,nt,16,-3%,25,2%,-0.7,10%,-7%,13%
CCCN(CCC)CCN1C(=O)C2C(C(=O)Nc3cccc(SC)c3)C3C=CC2(O3)C1C(=O)NC1CCCCC1 (configuration not stated),3,-22,?,-19,-8%,0.4,-8%,-7%,0%
CC(C)CN(C(=O)COC(=O)CCCc1nc2ccccc2s1)c1c(N)n(Cc2ccccc2)c(=O)[nH]c1=O,-3,-1,8%,4,-5%,-1.1,3%,-2%,-7%
COCCN(CCOC)C(=S)Nc1ccccc1Cl,0,0,-16%[7.66 µM],-9,-20%,0.3,-3%[7.66 µM],-9%,1%
CCCOc1ccc(NC(=O)C(=O)NCCCn2ccnc2)cc1,-6,-2,-3%,6,1%,-0.8,-13%,4%,-6%
Cc1ccc(C)c(OCc2cc(C(=O)N3CC[C@@H]4CCCC[C@H]4C3)no2)c1,1,-6,11µM*,?,-1%,-0.9,7%,-11%,2%
CN(CC(=O)Nc1cccc(S(=O)(=O)N(C)c2ccccc2)c1)Cc1cccs1,3,-1,?,-4,-6%,-0.7,3%,-7%,19%
CCCOc1ccc(NC(=O)C2CC(=O)N(C)C(=Nc3cccc(OC)c3)S2)cc1 (configuration not stated),1,2,-6%,3,1%,-3.1,18%,-6%,4%
O=C(c1cc(-c2cccc(O)c2)on1)N1CCCC1,-29,-23,?,-5,-9%,0.4,5%,-36%,0%
COc1ccc(F)cc1-c1cc(C(=O)NCc2ccccc2)[nH]n1,-2,-16,-15%,-4,-1%,0.2,1%,-6%,-7%
Cc1cc(Cl)nc(Cl)c1C(=O)NCc1ccc(Cl)cc1,8,-7,?,4,-1%,-0.9,17%,-8%,-6%
Cc1ccc(NC(=O)C2CCCN(S(=O)(=O)c3c(C)noc3C)C2)cc1F (configuration not stated),0,0,?,16,-8%,1.9,-25%,-7%,0%
O=C(COC(=O)Cc1ccccc1F)NCCNC(=O)COC(=O)Cc1ccccc1F,-1,-3,11%,-5,-3%,0.8,-7%,-2%,-4%
O=C(NCCCN1CCCC1=O)c1ccc2c(c1)ncn2C1CCCCC1,0,-1,5%,2,-2%,0.9,-9%,-2%,-7%

# Nothing new here: an excerpt of the list.
SMILES,PI5P4K alpha inh,DRD3 agonist,GLP-1R inv ag,D3 antag,PLK1 PBD block,IL2 activator,GLP1R cytotox,WRN inhibitor,GLP-1R agonist
CCCOc1ccc(NC(=O)C2CC(=O)N(C)C(=Nc3cccc(OC)c3)S2)cc1 (configuration not stated),1,2,-6%,3,1%,-3.1,18%,-6%,4%
O=C(c1cc(-c2cccc(O)c2)on1)N1CCCC1,-29,-23,?,-5,-9%,0.4,5%,-36%,0%
COc1ccc(F)cc1-c1cc(C(=O)NCc2ccccc2)[nH]n1,-2,-16,-15%,-4,-1%,0.2,1%,-6%,-7%
Cc1cc(Cl)nc(Cl)c1C(=O)NCc1ccc(Cl)cc1,8,-7,?,4,-1%,-0.9,17%,-8%,-6%
Cc1ccc(NC(=O)C2CCCN(S(=O)(=O)c3c(C)noc3C)C2)cc1F (configuration not stated),0,0,?,16,-8%,1.9,-25%,-7%,0%
O=C(COC(=O)Cc1ccccc1F)NCCNC(=O)COC(=O)Cc1ccccc1F,-1,-3,11%,-5,-3%,0.8,-7%,-2%,-4%

# Further structures follow.
SMILES,PI5P4K alpha inh,DRD3 agonist,GLP-1R inv ag,D3 antag,PLK1 PBD block,IL2 activator,GLP1R cytotox,WRN inhibitor,GLP-1R agonist
Cc1c(C(=O)NCCSCc2c(Cl)cccc2Cl)cccc1[N+](=O)[O-],8,1,0%,36,-4%,-1.8,1%,-12%,4%
Cc1nn(-c2ccccc2)c2c1C(c1ccc(O)c(O)c1)N1C(=N2)C(Nc2ccccc2)=Nc2ccccc21 (configuration not stated),-5,4,0%,15,-6%,-3.1,53%[activator],-20%,-11%
Cc1cc(C(F)(F)F)nn1Cc1n[nH]c(=S)n1-c1cccc(Cl)c1,nt,0,-3%,8,-25%,-3.0,-27%,3%,-1%
COc1cccc(CNC[C@H]2O[C@@H](n3cnc(C(N)=O)n3)[C@H](O)[C@@H]2O)c1OCc1ccc(F)cc1Cl,10,0,8%,8,-8%,-0.3,3%,-8%,-7%
